Screening data from PubChem BioAssay.
FBPA coupling cs: coupling enzyme interference in Giardia aldolase counter-screen; coupling enzyme system counterscreen, AmpLite Red fluorescence; activity change, negative = inhibition, % at 58.2 µM, hits read low; hit rate 0.67% among 290,000; AID 2472; in the data active = activity change below about -30%
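Compounds tested against the coupling enzymes alone at 57.5 uM final; readout was AmpLite Red fluorescence (525/598 nm) after 20 min at RT.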
USP2a inh: inhibitors of human ubiquitin-specific protease USP2a. O75604. USP2 core, Ub-CHOP2 coupled fluorogenic reporter, 485/531. Potency, µM (doses to about 38.3 µM), without a hit: at the top dose activity change, negative = inhibition, usual class: inhibitors. hit rate 0.01% among 330,000. AID 463254;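 also: potency is read from the fitted curve at half-maximal effect; plate controls were DMSO wells for no effect and full inhibition by NEM control for full effect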
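Cell-free coupled assay: 10nM USP2 core preincubated 30min RT with compound in Tris-HCl pH 8.0/CaCl2/CHAPS buffer, then 25nM Ub-CHOP2 and 25nM reporter substrate; fluorescence (Ex 485/Em 531) read after 60min RT, normalized to NEM inhibition, concentration-response curves fitted.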
Eya2 phos inh: Eya2 (human) phosphatase inhibition | recombinant Eya2, OMFP fluorescence dephosphorylation (OMFP is methylfluorescein phosphate) | O00167 | Potency, µM (highest dose often 76.9 µM), for the others: at the top dose activity, negative = inhibition, actives largely listed as inhibitors | hit rate 0.006% among 330,000; also: potency is read from the fitted curve at half-maximal effect
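Eya2 (0.2 uM) preincubated 10 min at ambient with compound, then OMFP substrate added at 50 uM; 10 min reaction in 50 mM HEPES pH 7.5, 50 mM NaCl, 5 uM MgCl2, 0.05% BSA, 1 mM DTT. Fluorescence read at Ex 485/Em 525 nm.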
KCNH2 3.1 block: blocks the human KCNH2 3.1 channel isoform. hit rate 0.95% among 340,000. U2OS KCNH2 3.1, thallium flux FluxOr; active compounds read low. activity change, % (tested at about 1.8 µM);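 active = maximum activity change below -70%; inconclusive = maximum activity change from -70% to -50%; inactive = maximum activity change above -50%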;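 also: thallium influx rate constant from kinetic fluorescence after stimulation buffer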
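FluxOr-based Tl+ influx in U2OS cells transduced with KCNH2 3.1 virus; rate constants normalized to DMSO controls.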
KCNH2 WT inh: KCNH2 (human, wildtype) channel inhibition; Q12809; U2OS, BacMam KCNH2, thallium flux FluxOr; active compounds read low; activity change, % at 1.84 µM; hit rate 0.37% among 340,000; AID 720551;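 active = maximum activity change below -70%; inconclusive = maximum activity change between -70% and -50%; inactive = maximum activity change above -50%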
Target sequence (Q12809 whole entry, looked up): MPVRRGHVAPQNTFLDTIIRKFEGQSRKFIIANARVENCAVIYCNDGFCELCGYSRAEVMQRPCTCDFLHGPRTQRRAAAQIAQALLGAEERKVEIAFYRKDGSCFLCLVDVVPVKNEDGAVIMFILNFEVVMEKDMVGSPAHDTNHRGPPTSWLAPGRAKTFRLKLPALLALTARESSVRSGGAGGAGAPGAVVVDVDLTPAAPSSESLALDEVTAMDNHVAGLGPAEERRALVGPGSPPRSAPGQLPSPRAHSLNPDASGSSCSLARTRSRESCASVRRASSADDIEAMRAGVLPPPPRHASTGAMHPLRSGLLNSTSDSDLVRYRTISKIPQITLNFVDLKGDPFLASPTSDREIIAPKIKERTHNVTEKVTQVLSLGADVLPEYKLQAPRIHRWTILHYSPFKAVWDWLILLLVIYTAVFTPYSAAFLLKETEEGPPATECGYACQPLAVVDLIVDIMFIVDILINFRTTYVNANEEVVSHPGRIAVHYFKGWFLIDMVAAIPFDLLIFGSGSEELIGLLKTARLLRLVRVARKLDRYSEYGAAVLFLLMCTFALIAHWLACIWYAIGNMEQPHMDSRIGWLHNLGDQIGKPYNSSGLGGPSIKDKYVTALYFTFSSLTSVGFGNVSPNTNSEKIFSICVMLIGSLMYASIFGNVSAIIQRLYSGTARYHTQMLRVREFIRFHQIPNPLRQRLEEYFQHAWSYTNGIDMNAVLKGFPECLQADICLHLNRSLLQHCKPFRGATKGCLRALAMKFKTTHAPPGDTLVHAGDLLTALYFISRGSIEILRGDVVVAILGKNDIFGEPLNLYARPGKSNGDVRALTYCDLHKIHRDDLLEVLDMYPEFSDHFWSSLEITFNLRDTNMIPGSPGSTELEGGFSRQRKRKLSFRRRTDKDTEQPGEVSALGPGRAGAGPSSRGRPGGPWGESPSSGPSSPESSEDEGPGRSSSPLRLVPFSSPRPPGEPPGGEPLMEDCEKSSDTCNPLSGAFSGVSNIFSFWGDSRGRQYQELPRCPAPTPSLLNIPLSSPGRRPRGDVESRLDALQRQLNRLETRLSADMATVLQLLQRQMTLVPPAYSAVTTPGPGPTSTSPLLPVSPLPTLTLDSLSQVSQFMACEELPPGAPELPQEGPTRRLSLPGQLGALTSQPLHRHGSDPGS
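U2OS cells transduced with wild-type KCNH2 virus are loaded with FluxOr dye for 45 min, and thallium flux is measured in kinetic reads before and after stimulation buffer. Rate constants are normalized to DMSO controls.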
Giardia killer: Giardia lamblia killing | activity change, % at 7.66 µM, hits read low | Giardia lamblia trophozoite viability | hit rate 0.15% among 340,000; in the data active = activity change below about -80%; inconclusive = between about -30% and that limit;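 also: parasites exposed to compound for two days anaerobically before the ATP read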
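Media and compound were dispensed first, then trophozoites at 100 cells/well; plates sat 48 hrs at 37 deg C without oxygen before ATP luminescence reagent was added and read after 15-30 min at room temperature.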
Chronic BCR inh: inhibitors of chronic active B-cell receptor signaling. hit rate 0.05% among 340,000. Potency, µM (doses to about 46.1 µM), inactives show at the top dose ratio change, negative = lower green/red ratio, usual class: inhibitors. ABC-DLBCL IkBa-CBG/CBR reporter, luminescence ratio, 4 h; active = well fitted inhibition curve with a large enough effect in the signal ratio, with a control signal flat, not every such curve was filed as active; inconclusive = small, poorly fitted or top-dose-only effect, or effect the other way, or a change in a side signal; the % refers to the signal ratio;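 also: potency is read from the fitted curve at half-maximal effect; plate controls were basal doxycycline-induced cells for no effect and cells given 10 µM MG132 for full effect; MG132 reads +100%, hits lower the ratio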
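TMD8 ABC-DLBCL cells carrying doxycycline-inducible green luciferase fused to IkappaBalpha plus unfused red luciferase were exposed to compounds (up to 46 uM) for 4 hrs at 37C. Activity came from the overlap-corrected green/red luminescence ratio.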
GALK inh: blocks human galactokinase activity | P51570 | Purified GALK, Kinase-Glo residual ATP luminescence | Potency, µM (doses to about 57.5 µM), without a hit: top-dose activity change, negative = inhibition, most hits filed as inhibitors | hit rate 0.007% among 270,000; also: potency is read from the fitted curve at half-maximal effect
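Galactose (100 uM) and ATP (35 uM) were turned over by 5 nM GALK for 1 h at RT. Kinase-Glo Plus then converted the remaining ATP into a luminescent signal.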
PKM2 activator: PKM2 (human) enzyme activation | purified PKM2, Kinase-Glo ATP luminescence, activation; response scale: 0% is enzyme alone, no compound | Potency, µM (titrated, usually from 57.5 µM), for inactives: top-dose activation, usual class: activators | hit rate 0.34% among 260,000 | AID 1631; also: potency is read from the fitted curve at half-maximal effect; nearly all actives have a fitted effect of over 55% in size
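hPK-M2, >95% pure; 0.1 mM ADP / 0.5 mM PEP final; imidazole pH7.2 buffer w/ 7 mM MgCl2, 50 mM KCl; 1 h RT; Kinase-Glo lum. Intermediate enzyme activity for dual inhibitor/activator qHTS.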
uPA generation: cell surface uPA generation inhibition; cell surface uPA generation assay, qHTS; Potency, µM (series often up to 38.3 µM), without a hit: at the top dose activity change, negative = inhibition, most hits filed as inhibitors; hit rate 0.31% among 330,000; AID 540303; active = well fitted inhibition curve with a large enough effect; inconclusive = small, poorly fitted or top-dose-only effect; inactive = no such curve, though single readings can be large or run the other way; tested in mouse RAW 264.7 cells; also: potency is read from the fitted curve at half-maximal effect; nearly all actives have a fitted effect of over 55% in size
B2AR arrestin: beta2AR (human) beta-arrestin recruitment activity. beta-arrestin recruitment to beta2AR, cell-based reporter. hit rate 0.02% among 330,000. P07550. AID 492947. Potency, µM (highest dose often 46.1 µM), for inactives: at the highest dose activation, most hits filed as activators;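 also: potency is read from the fitted curve at half-maximal effect; 0% = DMSO controls and full agonism = EC100 isoproterenol or metaproterenol; nearly all actives have a fitted effect of over 65% in size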
Active calls of the source: *; ? = inconclusive; / = not tested or not shown; & = joins results of further samples; [ ] = remark or other dose. Unless noted, calls follow the shape of the dose curve; as a rule, active = well fitted curve in the direction sought with a large enough effect; inconclusive = small, poorly fitted or top-dose-only effect, or another doubt; inactive = no such curve, though single readings can be large; an effect the other way counts as inactive or inconclusive. Unless noted, % is scaled to controls: 0 for no effect and ±100 for the full control effect.

SMILES	FBPA coupling cs	USP2a inh	Eya2 phos inh	KCNH2 3.1 block	KCNH2 WT inh	Giardia killer	Chronic BCR inh	GALK inh	PKM2 activator	uPA generation	B2AR arrestin
O=C(NCC1CCCO1)C(c1cccs1)N(Cc1ccccc1)C(=O)c1ccc(-c2ccccc2)[nH]1 (stereo unspecified)	3.4	-0.3%	0.5%	-45.6	2.2	-25.9	10.0%	-0.2%	-1.8%	1.8%	0.8%
CC(C)(C)NC(=O)CSCc1c(Cl)cccc1Cl	0.0	3.9%	0.1%	37.8	0.0	-21.7	0.0%	2.9%	1.1%	-3.4%	-1.9%
Cn1c(=O)[nH]c(=O)c2c1nc(NC1CCCCC1)n2CC(=O)NC1CCCCC1	-0.9	2.9%	-6.4%	/	/	/	1.7%	0.1%	3.2%	/	-0.4%
COc1ccc2nc(NC(=O)CN(c3ccc(C)cc3)S(=O)(=O)c3c(C)nn(C)c3C)sc2c1	0.1	-14.2%	12.3%	-8.8	1.3	-7.9	?	1.6%	-13.8%	2.1%	0.1%
O=C(NCCN1CCN(c2ccccc2F)CC1)c1ccc2nc3ccccc3c(=O)n2c1	1.5	-0.8%	-2.0%	16.2	17.5	10.1	?	-0.2%	/	5.9%	-0.3%
CCn1c(O)c(/C=N/N=C/c2ccccc2)c2ccc(C3=NNC(=O)CC3)cc21	1.9	3.5%	-14.2%	0.7	0.4	-2.3	-14.0%	-0.3%	-0.5%	0.2%	0.4%
CC1CCCN(S(=O)(=O)c2ccc(C(=O)NC(C)c3ccccc3)cc2)C1 (stereo unspecified)	/	1.9%	-9.2%	6.7	4.1	10.7	-0.9%	/	/	?	-0.3%
COc1ccc2nc(NNC(=O)C3COc4ccccc4O3)sc2c1 (stereo unspecified)	5.5	3.1%	-10.7%	10.4	5.5	-13.6	-4.9%	/	-4.1%	-2.0%	-0.9%
CCNc1nc(Oc2ccc(=O)n(-c3ccccc3)n2)nc(N(C)C)n1	/	-2.2%	-12.4%	5.2	17.7	-4.2	-21.0%	0.0%	8.1%	-0.7%	-0.3%
COc1cccc(-n2nc(C(=O)N3CC(C)CC(C)C3)c3ccccc3c2=O)c1 (stereo unspecified)	1.8	-1.1%	-36.9%	1.4	-2.1	11.0	-14.8%	2.3%	-2.5%	/	0.0%
Cc1csc(=O)n1CCC(=O)OCC(=O)NCc1ccc(Cl)cc1Cl	/	0.0%	10.7%	-3.9	24.1	-2.7	10.9%	/	/	-5.9%	-1.6%
Cc1cc(CNC(=O)COc2ccccc2)c2ccccc2n1	2.7	0.5%	-8.0%	-11.7	-3.1	10.2	?	0.8%	-3.3%	1.0%	-0.1%
Cn1c(Oc2ccc(Cl)c3cccnc23)nc2c1c(=O)n(Cc1ccccc1Cl)c(=O)n2C	-2.9	2.0%	9.1%	/	/	/	6.3%	-4.3%	-1.0%	/	-0.7%
Cc1occc(=O)c1O	4.6&-1.0	1.9%	3.7%	7.3	2.8	27.3	1.3%	1.3%	0.6%	18.7%	1.7%
Cc1ccc(C)c2[nH]c(=O)c(CCNC(=O)CCc3ccccc3)cc12	0.7	1.2%	-2.6%	-18.9	-2.6	4.1	0.6%	/	-0.5%	2.1%	0.6%

3 entries already listed, ordered by the number in uPA generation, descending:
| canonical_smiles | Eya2 phos inh | Chronic BCR inh | GALK inh | PKM2 activator | uPA generation | B2AR arrestin |
| --- | --- | --- | --- | --- | --- | --- |
| Cc1occc(=O)c1O | 3.7% | 1.3% | 1.3% | 0.6% | 18.7% | 1.7% |
| O=C(NCC1CCCO1)C(c1cccs1)N(Cc1ccccc1)C(=O)c1ccc(-c2ccccc2)[nH]1 (stereo unspecified) | 0.5% | 10.0% | -0.2% | -1.8% | 1.8% | 0.8% |
| CCn1c(O)c(/C=N/N=C/c2ccccc2)c2ccc(C3=NNC(=O)CC3)cc21 | -14.2% | -14.0% | -0.3% | -0.5% | 0.2% | 0.4% |

Next part:
SMILES	FBPA coupling cs	USP2a inh	Eya2 phos inh	KCNH2 3.1 block	KCNH2 WT inh	Giardia killer	Chronic BCR inh	GALK inh	PKM2 activator	uPA generation	B2AR arrestin
O=C(Nn1cnnc1)c1ccccc1Cl	1.5	7.6%	-2.5%	3.7	-3.2	2.6	2.4%	7.5%	/	-1.3%	0.0%
O=C(O)c1ccc(CSc2nc3ccc(NC(=O)c4ccccc4C(=O)O)cc3s2)cc1	12.8	2.2%	11.2%	-2.6	-10.4	10.5	?	-4.0%	0.3%	-2.1%	0.1%
Cn1cc(/C=C(\C#N)C(=O)Nc2ncc(Cc3ccc(Cl)cc3)s2)c2ccccc21	0.6	-0.9%	8.2%	-8.3	-15.3	0.9	1.9%	1.6%	1.1%	1.7%	-1.5%
c1ccc(Cc2nnc(N3CCCCC3)c3ccccc23)cc1	-0.2	-6.7%	-3.0%	-8.9	-5.9	4.4	-11.3%	0.3%	8.6%	-1.8%	-1.6%
COc1cccc(CN2CCN(Cc3nc(-c4cccc(F)c4F)oc3C)CC2=O)c1	1.7	1.9%	4.5%	-7.6	-12.0	4.0	-0.9%	3.2%	-3.0%	6.1%	-0.1%
Fc1ccccc1CNc1nc(-c2cccnc2)nc2ccccc12	1.6	-8.1%	9.3%	10.9	-3.5	-12.2	11.7%	4.6%	/	2.9%	-0.1%
CCCCc1cc(C)c(S(=O)(=O)c2ccccc2C)c(=O)[nH]1	0.4	-0.4%	18.5%	-2.0	0.8	23.2	1.8%	11.6%	/	2.9%	-0.4%
Cc1ccc(Cc2cnc(N)s2)o1	0.3	0.6%	-9.3%	4.5	-27.4	5.0	-0.2%	-2.2%	7.9%	-6.9%	-0.6%
Cc1ccc(Sc2sc(=O)n(C)c2S(=O)(=O)c2ccc(C)cc2)cc1	-1.1	-0.9%	14.2%	-15.6	-2.2	9.2	-1.7%	3.5%	-2.9%	4.2%	-0.3%
COc1ccc(NC(=O)N2CCCCC2c2cccnc2)cc1 (stereo unspecified)	-3.2	-1.3%	4.2%	1.3	7.0	43.2[activator]	7.3%	-1.4%	-1.3%	6.9%	-1.1%
COc1ccc(CCNC(=O)c2cccc(S(=O)(=O)NC(C)c3ccccc3)c2)cc1 (stereo unspecified)	/	0.1%	10.7%	15.6	-12.9	14.1	-0.2%	/	/	13.4%	-0.1%
Cc1ccc(N=C(N(C)C)P(=O)(N(C)C)N(C)C)c(C)c1	1.8	-0.6%	5.8%	-16.6	-3.5	-9.2	-0.8%	10.3%	-3.9%	0.3%	3.0%
COc1ccc(OC)c(C(=O)NC2CCSc3ccccc32)c1 (stereo unspecified)	3.6	-0.7%	-9.1%	-6.6	-6.5	-4.8	-1.4%	13.6%	-0.9%	0.2%	3.0%
Cc1nn(-c2ccc(Cl)cc2)c(=O)c2c(C)noc12	0.5	3.4%	-2.7%	39.4	-0.9	-9.6	-0.4%	3.0%	-2.7%	-1.3%	-0.5%
CCC1(C)Cc2c(sc3c2c(=O)n(C)c2nnc(SCc4ccccc4)n32)CO1 (stereo unspecified)	-0.9	-1.3%	6.5%	-0.1	34.3	28.5	2.7%	-0.4%	-2.2%	/	-0.7%
Cn1cnnc1SC(C(=O)Nc1ccc(F)cc1)c1ccccc1 (stereo unspecified)	-0.9	6.2%	18.4%	-5.8	-4.9	-1.7	?	0.4%	6.2%	9.3%	0.2%
O=C(CN1C(=O)NC2(CCc3ccccc32)C1=O)NCc1ccc(F)cc1 (stereo unspecified)	/	2.5%	-18.3%	-3.4	4.0	-6.1	2.4%	/	/	16.0%	-0.7%
CCOC(=O)C1=C(COC(=O)COc2ccc(C(C)=O)cc2)NC(=O)NC1C (stereo unspecified)	/	-0.7%	-1.6%	7.2	-0.1	-4.5	-29.4%	/	/	-0.7%	-0.9%
CN1C(=S)SC(N(O)C(=O)Nc2cccc3ccccc23)C1(C)C (stereo unspecified)	-4.3	1.0%	4.3%	-7.8	5.8	-16.5	-10.5%	-1.9%	12.9%	3.4%	0.1%
COc1cc(C(=O)OCCNC(=O)c2ccncc2)cc(OC)c1OC	-1.6	1.1%	-6.2%	-8.3	37.5	19.3	?	0.9%	-7.7%	4.3%	-0.2%
N#Cc1ccccc1NC(=O)c1ccc(-c2ccccc2Cl)o1	1.8	1.9%	-0.4%	-1.1	7.5	12.1	?	-1.3%	-4.5%	1.2%	-1.0%
COc1ccc(/C(C)=N\NC(=O)CNC(=O)C(c2ccccc2)c2ccccc2)cc1OC	-0.4	0.6%	-3.9%	-1.2	1.6	2.3	-16.3%	7.0%	1.8%[0.46 µM]	-10.7%	0.2%
CCOc1c(Cl)cc(CNCc2ccccn2)cc1OC	9.3	2.7%	0.0%	-1.0	2.4	-1.0	-0.2%	3.6%	-30.4%	2.4%	0.0%
COc1c(Cl)cccc1-c1cn2ccccc2n1	-9.4	1.2%	-2.4%	-0.7	7.9	-21.0	?	1.1%	-38.8%	-7.6%	-0.2%
Cc1ccc(CS(=O)(=O)CCC(=O)NCc2cccs2)cc1	6.3	4.3%	6.4%	-10.1	-1.0	-4.6	1.9%	0.1%	9.2%	8.0%	-0.2%
